# GC-B act: GC-B (human) receptor activation | HEK293-GC-B cells, CNP EC30, cGMP TR-FRET; 0% at EC30 CNP, 100% saturating CNP | hit rate 0.11% among 370,000 | P20594 | activation, % at 10 µM;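 active = activation at 10 µM reaching about 35% in either raw or pattern-adjusted values, limit read from the data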
# rCAG binder: binds r(CAG) RNA repeats | AID 651821 | r(CAG) RNA repeat, TO-PRO-1 dye displacement fluorescence | inhibition, % at 3 µM | hit rate 1.3% among 370,000;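 active = inhibition above the plate cutoff, the mean of all test compounds on that plate plus 3 SD, cut at about 35% in these data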;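 note: 0% = DMSO alone and 100% = 100 µM mitoxantrone as full dye displacement; higher means more dye released from RNA so lower well fluorescence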
# MBD2 DNA inh: inhibitors of human MBD2 binding to methylated oligonucleotide; hit rate 0.31% among 370,000; Q9UBB5; TR-FRET; inhibition, % at 4.4 µM; AID 686964; in the data active = inhibition above about 13%
# TCR-CD3 inh: inhibitors of human TCR-CD3 interaction. TAMRA-labeled TCR probe fluorescence, biochemical. inhibition, % at 9.4 µM. hit rate 0.37% among 360,000. AID 651800; in the data active = inhibition above about 19%;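 note: recombinant mutant TCR 2C K166C tagged with TAMRA read by polarization; 0% = receptor in buffer alone and 100% = receptor with positive control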
# SIAE primary: human SIAE inhibition, primary screen; Q9HAT2; SIAE FP-Rh probe binding, fluorescence polarization; inhibition, % at 9.66 µM; hit rate 0.69% among 370,000; AID 1053197;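 active = inhibition above a cutoff: mean of compounds within the control limits plus 3 SD of those, cut at about 17% in these data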;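 note: 0% = plate median of compound wells and 100% = probe without SIAE protein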
# GC-A act: GC-A (human) enzyme activation | P16066 | HEK293 GC-A cells, cGMP TR-FRET, EC30 ANP; 0% at EC30 ANP, 100% saturating ANP | activation, % at 10 µM | hit rate 0.14% among 370,000; in the data active = activation above about 40%
# HTRA1 inh: HTRA1 (human) protease inhibition; recombinant HTRA1, FP-rhodamine activity-based probe, fluorescence polarization; hit rate 0.5% among 340,000; Q92743; inhibition, % at 5.96 µM; in the data active = inhibition above about 36%;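 note: 0% = enzyme with DMSO and 100% = wells lacking enzyme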
# Target sequence (Q92743 whole entry, looked up): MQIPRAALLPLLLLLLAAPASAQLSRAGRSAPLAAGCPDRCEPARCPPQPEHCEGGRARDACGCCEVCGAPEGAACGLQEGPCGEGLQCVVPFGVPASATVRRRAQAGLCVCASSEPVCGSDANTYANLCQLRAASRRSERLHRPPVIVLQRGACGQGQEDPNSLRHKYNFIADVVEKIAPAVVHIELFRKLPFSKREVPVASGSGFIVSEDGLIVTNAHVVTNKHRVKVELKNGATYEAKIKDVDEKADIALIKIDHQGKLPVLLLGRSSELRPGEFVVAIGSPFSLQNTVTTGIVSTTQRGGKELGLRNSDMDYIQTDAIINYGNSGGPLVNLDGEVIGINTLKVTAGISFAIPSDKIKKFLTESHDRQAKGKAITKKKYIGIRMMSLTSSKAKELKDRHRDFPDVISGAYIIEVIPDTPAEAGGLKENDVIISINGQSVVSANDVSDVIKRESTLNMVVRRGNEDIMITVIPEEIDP
# mABHD4 FP: inhibits mouse alpha/beta hydrolase domain 4; Q8VD66; purified mABHD4, FP-Rh probe fluorescence polarization; inhibition, % at 8.92 µM; hit rate 0.54% among 370,000;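 active = inhibition exceeding the mean over every tested compound plus 3 SD, cut at about 30% in these data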;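 note: 0% = plate median of compound wells and 100% = S159A mutant with DMSO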
#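 Assay system: wild-type mouse ABHD4 protein; compound: single nominal dose of 8.92 µM, 0.89% DMSO final; schedule: 45 min + 60 min at 25 °C; measured by: FP readout, ex 525 nm / em 598 nm; evaluation: % inhibition of FP-Rh probe binding versus controls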
# UHRF1 binding: blocks human UHRF1 binding to methylated DNA; Q96T88; inhibition, % at 4.4 µM; hit rate 0.75% among 370,000; UHRF1 binding to methylated oligo, TR-FRET; in the data active = inhibition above about 21%;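 note: UHRF1 SRA domain binding a hemimethylated CpG hairpin DNA probe; 0% = median of test compound wells and 100% = reference inhibitor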
# PRMT1 inh: inhibitors of human PRMT1 | Q99873 | recombinant PRMT1, activity-based probe fluorescence polarization | inhibition, % at 2.79 µM | hit rate 1.3% among 370,000 | AID 652257;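 active = inhibition above about 21% made by adding two undisclosed values, limit read from the data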
# Target sequence (Q99873 whole entry, looked up): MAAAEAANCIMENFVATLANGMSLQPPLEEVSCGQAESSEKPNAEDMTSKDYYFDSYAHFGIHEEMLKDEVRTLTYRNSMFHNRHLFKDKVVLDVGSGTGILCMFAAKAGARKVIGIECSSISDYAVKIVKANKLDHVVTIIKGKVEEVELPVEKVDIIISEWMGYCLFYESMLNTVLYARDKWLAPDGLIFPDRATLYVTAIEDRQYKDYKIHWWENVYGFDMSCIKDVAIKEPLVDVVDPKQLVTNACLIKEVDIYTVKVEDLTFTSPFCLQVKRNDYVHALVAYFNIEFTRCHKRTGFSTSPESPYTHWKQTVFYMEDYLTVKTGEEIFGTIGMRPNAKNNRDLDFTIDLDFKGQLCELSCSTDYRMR
# Active calls of the source: *; · = not tested or not shown.
# Results follow in this order: GC-B act	rCAG binder	MBD2 DNA inh	TCR-CD3 inh	SIAE primary	GC-A act	HTRA1 inh	mABHD4 FP	UHRF1 binding	PRMT1 inh
1) CCCCNCC(=O)Nc1ccc(NC(=O)CNCCCC)cc1
  0	-10	-2	9	-5	0	-2	5	-3	0
2) Cc1ccccc1N(C)C(=O)Cn1nnc(-c2ccccc2F)n1
  4	2	2	·	0	0	·	0	4	-4
3) O=C(O)c1ccc(-c2ccc(/C=N/Nc3ccc([N+](=O)[O-])cc3)o2)cc1
  -4	25	-3	-4	-13	-3	-3	32*	1	-6
4) CC1Cc2ccccc2N1C(=O)CSc1ncc(-c2ccc(F)cc2)n1C (stereo unspecified)
  -12	-5	-2	2	4	-15	2	1	0	-1
5) CC(C)c1nnc(NC(=O)CCCC(=O)O)s1
  -5	1	1	4	1	6	7	1	-1	-2
6) Cc1cnc(C(=O)Nc2ccccc2-c2ccc(C)o2)cn1
  -9	-9	-13	12	4	-7	3	7	-5	3
7) O=C(CNC(=O)c1ccco1)NCC(=O)OCc1ccccc1Cl
  3	1	-3	6	4	-1	5	3	0	-4
8) Cc1ccc(-c2cc(C(=O)N/N=C/c3c(C)nn(C)c3C)c3ccccc3n2)c(C)c1
  1	-1	4	0	-5	0	-12	2	-1	0
9) Nc1ccccc1C#CC(=O)c1ccccc1
  -3	0	0	-5	-4	19	-6	8	2	4
10) CCn1ccnc1C(O)c1cccc2ccccc12 (stereo unspecified)
  -4	-1	3	8	1	1	7	3	-2	-4
11) COc1cc(/C=C/C(=O)O)ccc1OCc1cnc(Cl)s1
  -2	-1	5	0	-1	-1	·	0	0	-9
12) CCOC(=O)N1CCN(C(=O)c2ccc(CS(=O)c3ccccc3)o2)CC1 (stereo unspecified)
  0	-5	3	-4	6	-3	7	3	1	1
13) COCCNc1nc(SCC(=O)N2CCN(c3ccccc3)CC2)nc2ccccc12
  1	-9	-8	6	0	2	-2	3	0	5
14) CCCCN(C)CCNC(=O)c1cc(-c2cccnc2)nc2ccc(S(=O)(=O)N3CCC(C)CC3)cc12
  3	-2	-3	-1	-2	-9	-5	0	1	-5
15) Brc1cccc(Nc2nc(-c3cccnc3)cs2)c1
  13	9	5	1	-1	9	-19	15	-1	-7
16) COc1ccccc1N(C(=O)c1ccco1)C(C(=O)NC1CCCC1)c1ccncc1 (stereo unspecified)
  2	2	-2	-2	2	-4	8	-3	-3	-4
17) COCCNC(=O)C1CC(c2ccc(C(F)(F)F)cc2)=NO1 (stereo unspecified)
  2	0	3	-3	8	0	0	1	1	-1
18) CCOc1ccc(S(=O)(=O)NCCC(=O)N2CCN(C(C)=O)CC2)cc1
  5	-1	-2	0	7	1	3	2	1	-2
19) Cc1ccsc1C(=O)N1CCCC(CCC(=O)NCc2ccccc2F)C1 (stereo unspecified)
  6	-3	-5	1	-4	-2	-1	-3	3	-5
20) CC(=O)NCCC(=O)Nc1nc(-c2ccccc2Cl)cs1
  2	-1	-4	6	-3	24	-6	-5	-1	-5

# Next structures.
# Results follow in this order: GC-B act	rCAG binder	MBD2 DNA inh	TCR-CD3 inh	SIAE primary	GC-A act	HTRA1 inh	mABHD4 FP	UHRF1 binding	PRMT1 inh
21) CC(=O)Nc1c2c(nn1-c1ccccc1C)CS(=O)(=O)C2
  4	5	-5	7	2	3	3	0	3	0
22) COc1cc(OC)c(NC(=O)[C@@H]2CCC(=O)N2C2OC(=O)c3c2ccc(OC)c3OC)cc1Cl (stereo partly specified)
  0	1	-3	0	2	5	0	-4	-1	-5
23) Cc1ccc(S(=O)(=O)CCC(=O)OCC(=O)Nc2cccc(S(=O)(=O)N3CCCCC3)c2)cc1
  7	3	-4	2	0	2	-8	-4	1	2
24) Cc1ccc(N(C(=O)Cn2nnc3ccccc32)C(C(=O)NC2CCCCC2)c2cn(C)nc2C)cc1 (stereo unspecified)
  -1	-9	4	1	3	-3	5	1	-2	2
25) O=C(O)c1cc([N+](=O)[O-])ccc1C(=O)Nc1cccc([N+](=O)[O-])c1
  5	-2	-5	3	-3	-1	2	0	-3	2
26) COC(=O)c1cn(C(=O)c2ccc(Br)o2)c2ccccc12
  0	2	-7	5	8	2	-1	4	2	-1
27) CCOC(=O)c1cc(-c2ccccc2)n(CC(=O)O)c1C
  4	9	7	-6	-2	-4	3	-8	6	1
28) Cc1cccc(NC(=O)CCc2ccccc2)c1
  6	-1	0	2	0	-5	5	-1	-1	-2
29) COc1ccc(-c2nc(C)sc2CC(=O)O)cc1
  0	-3	0	-2	-3	1	2	6	4	1
30) COc1ccc(N2CCN(S(=O)(=O)c3c(C)n(C)c(=O)n(C)c3=O)CC2)cc1
  -1	-3	1	-1	2	-1	4	0	4	5
31) O=C1N=C(N2CCOCC2)S/C1=C\C=C/c1ccccc1
  4	3	0	9	9	0	0	5	-3	-1
32) Cn1nc(C(F)(F)F)c(-c2cccc(C(F)(F)F)c2)c1NC(=O)CSCC(=O)O
  7	6	1	-6	-1	4	4	-4	1	6
33) CN(CC(=O)NC(=O)NCc1ccccc1)Cc1ccc(Cl)c(Cl)c1
  1	-5	-2	-3	1	4	-27	-12	-1	-1
34) CCCCC(=O)N1CCN(c2nc3ccc(F)cc3s2)CC1
  1	-9	6	7	1	-1	-8	-4	1	2
35) CCN(Cc1nc2ccccc2c(=O)[nH]1)C(=O)c1cccc(OCc2c(C)noc2C)c1
  -9	1	4	-11	-3	-4	-2	3	3	0
36) C=CCn1c(C)nc2c(sc3nc4c(cc32)COC(C)(C)C4)c1=O
  6	-4	8	-2	-10	4	0	-1	2	5
37) Cc1cc(C)c2c(N)c(C(=O)NC3CCCC3)sc2n1
  0	-5	-11	-2	7	2	-5	2	-1	4
38) CC(C)C(NS(=O)(=O)c1cccc(C(F)(F)F)c1)C(=O)N1CCc2ccccc2C1 (stereo unspecified)
  -8	-8	3	1	-8	-5	-5	-5	2	-1
39) CS(=O)(=O)/C(C#N)=C/c1c(-c2ccccc2)nc2n1CCS2
  -15	-2	-2	2	-1	-17	·	-3	-1	-6
40) Cc1ccc2c(C(=O)CN3CCCC3)c(C)[nH]c2c1
  -3	3	1	2	-6	2	-1	0	-1	0

# In another format: entries from further up.
item | molecule | GC-B act | rCAG binder | MBD2 DNA inh | TCR-CD3 inh | SIAE primary | GC-A act | HTRA1 inh | mABHD4 FP | UHRF1 binding | PRMT1 inh
25 | O=C(O)c1cc([N+](=O)[O-])ccc1C(=O)Nc1cccc([N+](=O)[O-])c1 | 5 | -2 | -5 | 3 | -3 | -1 | 2 | 0 | -3 | 2
26 | COC(=O)c1cn(C(=O)c2ccc(Br)o2)c2ccccc12 | 0 | 2 | -7 | 5 | 8 | 2 | -1 | 4 | 2 | -1
27 | CCOC(=O)c1cc(-c2ccccc2)n(CC(=O)O)c1C | 4 | 9 | 7 | -6 | -2 | -4 | 3 | -8 | 6 | 1
28 | Cc1cccc(NC(=O)CCc2ccccc2)c1 | 6 | -1 | 0 | 2 | 0 | -5 | 5 | -1 | -1 | -2

# Screen by screen, from the results shown:
# Compounds 24 to 27 in GC-A act: -3, -1, 2, -4
# Compounds 24 to 27 in GC-B act: -1, 5, 0, 4
# Compounds 24 to 27 in rCAG binder: -9, -2, 2, 9

# (cont.)
# Results follow in this order: GC-B act	rCAG binder	MBD2 DNA inh	TCR-CD3 inh	SIAE primary	GC-A act	HTRA1 inh	mABHD4 FP	UHRF1 binding	PRMT1 inh
41) Cn1c(CNC(=O)CNC(=O)c2cccc(F)c2)cc(=O)n(C)c1=O
  -4	1	-4	-5	7	0	5	-1	-1	-2
42) CCOC(=O)Cn1ccc(NC(=O)COc2ccc(F)cc2)n1
  -1	-1	-1	2	3	17	6	2	-1	-3
43) CCCCN1CC(COCc2ccccc2)Oc2cccc(N3CCCCC3)c2S1(=O)=O (stereo unspecified)
  4	4	0	0	-3	4	·	2	1	-4
44) O=C1NC(Cc2ccccc2)c2nc3ccccc3c(=O)n2-c2ccc(Cl)cc21 (stereo unspecified)
  1	3	3	-1	-2	-6	·	-9	4	0
45) CCOc1ccc(CCNC(=O)CCC(=O)N2CCOc3ccc(C)cc32)cc1OCC
  -1	-4	-1	-5	7	1	0	0	3	1
46) C/C=C(\C)CN1CCC(Oc2cc(C(=O)NC3CC3)ccc2OC)CC1
  -1	-8	7	-13	9	0	5	-3	3	1
47) COc1ccc(C2C(C#N)=C(N)Oc3cc(C)n(Cc4ccco4)c(=O)c32)cc1 (stereo unspecified)
  2	2	-3	2	-6	-1	-5	12	-3	10
48) CC(C)N1CCc2c(sc(NC(=O)Cc3ccccc3)c2C(N)=O)C1
  0	-2	7	-8	0	0	1	4	-1	-2
49) CN(C)[C@@H](CO)c1nnc([C@H](Cc2ccc(O)cc2)NC(=O)C2CCNCC2)o1
  6	1	3	1	2	0	3	0	0	-1
50) O=C(/C=C/c1ccc(Cl)cc1)c1ccc([N+](=O)[O-])o1
  -3	3	4	-4	1	6	8	11	-1	0
51) COc1ccc(C(=O)CCC(=O)Nc2cccnc2)cc1OC
  1	1	-1	0	-2	3	0	4	-2	-1
52) Nc1ncnc(Nc2ccccc2C(F)(F)F)n1
  6	0	1	-7	2	2	5	-4	1	6
53) O=C(CN1C(=O)C2C3c4ccccc4C(c4ccccc43)C2C1=O)N1CCOCC1 (stereo unspecified)
  3	-3	0	1	-4	-1	-5	3	-2	2
54) Nc1cc2nc[nH]c2cc1N
  1	5	-1	17	7	-10	-1	16	-7	4
55) CC(C)C1Cc2c(C#N)c(N)sc(=S)c2CO1 (stereo unspecified)
  2	9	4	-4	0	-2	6	8	-1	48*
56) COc1ccc(S(=O)(=O)N2CCC(C(=O)NCCc3c[nH]c4ccccc34)CC2)cc1
  -8	0	-1	0	0	0	-4	2	-1	2
57) NC(=O)c1ccsc1NC(=O)COC(=O)c1nc(Cl)ccc1Cl
  2	16	4	3	-1	-1	-3	4	2	8
58) C[C@]12CCC(=O)C=C1CCC1C2CC[C@@]2(C)C1CCC21OCCO1 (stereo partly specified)
  -3	2	10	-2	-3	0	-4	-8	1	4

# Some of the compounds tested; count on the stated rates, not on these rows.
